Assay outcomes (PubChem)
ABHD5-PLIN5 inh = blocks binding of human ABHD5 to perilipin-5; 360,000 compounds, 0.78% hits; Q00G26+Q8WTS1; Split G. princeps luciferase complementation, luminescence, 4 h; inhibition, % at 4 µM;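 active = inhibition above the mean inhibition across every tested compound plus 3 SD, cut at about 22% in these data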;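 also: 0% = DMSO only wells and the 100% control is not disclosed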
NCOA3 inh = inhibitors of human steroid receptor coactivator 3 (SRC3) | Q9Y6Q9 | 360,000 compounds, 0.17% hits | AID 588352 | HEK293 GAL4-SRC3 luciferase reporter, luminescence | inhibition, % at 3.6 µM;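 active = inhibition above a per-campaign cutoff, the mean of all compounds plus 3 SD, cut at about 60% in these data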;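 also: 0% = DMSO-treated cells and 100% = gossypol-treated cells at 36 µM; higher means less SRC3-driven luciferase light from the GAL4 reporter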
NOD2 RIPK2 PPI = blocks binding of human NOD2 to RIPK2 | inhibition, % at 4.98 µM | 360,000 compounds, 0.38% hits | CHO BLA complementation NOD2-RIPK2, CCF4 ratio | AID 624267; in the data active = inhibition above about 21%;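 also: 0% = vehicle only and 100% = reference blocker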
TROY signal inh = inhibitors of TROY-dependent NF-kB signaling. inhibition, % at 10 µM. 360,000 compounds, 0.98% hits. Q293 LMP1-TROYcd NF-kB luciferase reporter, 4 h. AID 1347056;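 active = compounds whose plate-normalised and pattern-corrected inhibition of the luciferase reporter signal at the single screening dose is 50% or more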
TWEAK Fn14 block = TWEAK-Fn14 signaling inhibition. TWEAK-stimulated Fn14 reporter cells, luciferase luminescence, 8 h. inhibition, % at 10 µM. 360,000 compounds, 2% hits. AID 1159606; in the data active = inhibition above about 50%
NCOA1 inh = inhibitors of human steroid receptor coactivator 1 (SRC1). HEK293 GAL4-SRC1 luciferase reporter, luminescence. AID 588354. Q15788. 360,000 compounds, 0.12% hits. inhibition, % at 3.6 µM;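 active = inhibition above the campaign mean plus 3 SD, with each screening campaign given its own cutoff, cut at about 60% in these data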;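 also: 0% = DMSO treated cells and 100% = gossypol at 36 µM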
COUP-TFII inh = blocks human COUP-TFII nuclear receptor | P24468 | HEK293T NGFI-A luciferase reporter, luminescence | inhibition, % at 8.6 µM | 370,000 compounds, 0.7% hits | AID 686940;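 active = inhibition above a per-plate cutoff, mean inhibition of test wells between control levels plus 3 SD, cut at about 38% in these data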;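 also: cells cotransfected with COUP-TFII expression vector driving the NGFI-A reporter; 0% = median of COUP-TF2 test wells and 100% = reporter-only cells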
NCOA2 inhibitor = inhibits human steroid receptor coactivator 2; 370,000 compounds, 0.17% hits; HEK293 GAL4-SRC2 luciferase reporter, luminescence; Q15596; inhibition, % at 9 µM;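 active = inhibition above the mean inhibition of all tested compounds plus 3 SD, set per campaign, cut at about 52% in these data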;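 also: 0% = DMSO treated cells and 100% = cells given Gossypol at 36 µM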
Granule exo inh = blocks lytic granule exocytosis; TALL-104 LAMP-1 surface exposure, flow cytometry; cells stimulated with thapsigargin and PMA; inhibition, % at 10 µM; 360,000 compounds, 0.66% hits;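 active = inhibition above about 55%, limit read from the data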
NR5A2 inv ag = suppresses constitutive activity of human LRH-1 | 360,000 compounds, 0.13% hits | inhibition, % at 3.6 µM | AID 602396 | O00482 | HEK293T StAR-luciferase reporter, LRH-1 transfected, 24 h;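 active = inhibition above the mean inhibition of all tested compounds plus 3 SD, cut at about 73% in these data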;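 also: 0% = DMSO wells and 100% = reporter-only cells lacking LRH-1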
TLR9-MyD88 inh = blocks human TLR9 binding to MyD88; Q9NR96+Q99836; CHO BLA complementation TLR9-MyD88, CCF4 FRET ratio; inhibition, % at 4.98 µM; 340,000 compounds, 0.21% hits; AID 504734;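 active = inhibition above the mean over all tested compounds plus 3 SD, cut at about 21% in these data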;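 also: 0% = DMSO only wells and 100% = clavulanate BLA inhibitor control wells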
The depositor's hits bear a star; · = no result given. A portion of the library, so the mix of outcomes need not match the whole.

SMILES	ABHD5-PLIN5 inh	NCOA3 inh	NOD2 RIPK2 PPI	TROY signal inh	TWEAK Fn14 block	NCOA1 inh	COUP-TFII inh	NCOA2 inhibitor	Granule exo inh	NR5A2 inv ag	TLR9-MyD88 inh
O=C(COC(=O)CCc1ccccc1)Nc1cc(S(=O)(=O)N2CCOCC2)ccc1N1CCCC1	0	7	-2	-3	-9	-9	-13	-7	0	2	10
COc1ccc(-c2nc(CN3CCN(C(=O)c4ccco4)CC3)c(C)o2)c(F)c1	4	24	-14	-1	-2	4	14	-21	4	2	-2
CCc1ccc(/C=N/NC(=O)c2c[nH]c3ccccc23)s1	7	-77	-4	-100	-19	-46	-64	-24	1	-106	-5
CCn1c(=O)n(CC)c2cc(NC(=O)c3ccccc3Cl)ccc21	-3	12	-4	-7	3	7	-3	-25	1	21	-6
Cc1ccc(C(C)NC(=O)c2ccncc2)c(C)c1 (stereo not given)	5	-2	-3	-5	17	9	4	-7	-4	13	-1
O=C(/C=C/c1ccccc1[N+](=O)[O-])OCC(=O)N1CCN(c2ccccc2)CC1	4	-1	10	-4	-14	-6	1	-15	1	-8	-3
COc1ccccc1C(=O)NCCC(=O)NCC(c1ccc(F)cc1)N1CCOCC1 (stereo not given)	10	-4	-3	-9	0	-4	0	-18	-4	1	-3
COc1cc(S(=O)(=O)N2CCOCC2)ccc1NC(=O)COC(=O)C12CC3CC(CC(C3)C1)C2	2	-40	-3	·	13	-16	-7	-11	22	5	17
O=C(O)c1ccc(/C=N/N2CCN(Cc3cccc4ccccc34)CC2)cc1	-3	6	1	11	-8	-27	13	-5	-2	4	1
O=C(NCCc1ccccc1)C1CCN(S(=O)(=O)c2cccc3nsnc23)CC1	4	17	-1	-10	5	-12	11	-10	-3	-13	-1
CCOC(=O)CNC(=O)CSc1nnc(NC(=O)c2ccc(S(=O)(=O)N3CCOCC3)cc2)s1	9	-6	-13	4	-6	-6	-9	4	-3	0	-4
COc1ccc(OC)c(CCNC(=O)C2CCN(c3ncnc4c3nc3n4CCCCC3)CC2)c1	-2	2	4	-1	-5	-16	-2	-8	-5	13	-11
CCOC(=O)N1CCN(Cc2cn[nH]c2-c2cc3ccccc3o2)CC1	-2	2	2	0	-10	4	-5	-49	-4	-9	-3
CCOc1ccc(C(=O)NNC(=O)CCNC(=O)c2ccco2)cc1OC	7	-15	9	-4	3	-7	-9	9	8	-4	2
CN(C)C(=O)c1cccc(-c2cnc3c(NC=O)cc(-c4cccc(C(F)(F)F)c4)cn23)c1	11	-2	1	34	63*	10	46*	0	4	5	·
COc1ccc2c(c1)CCc1c(C(=O)NCCN3CCOCC3)noc1-2	1	9	3	8	2	-11	-4	-6	4	14	-5
Cc1c(/C=N/NC(=O)c2ccc(Br)o2)cnn1C	-1	-1	-2	-24	-13	-72	-40	-14	5	-52	·
COc1ccc(C2C3=C(CC(C)(C)CC3=O)Oc3ncn(CCCn4ccnc4)c(=N)c32)cc1 (stereo not given)	-5	-4	4	35	-5	-17	-10	-5	4	10	4
CC(C)(C)NC(=O)/C(=C/c1cccnc1)NC(=O)c1ccco1	2	-3	-9	13	4	5	-8	-10	-8	-10	·
Cc1ccc(S(=O)(=O)NCc2ccc(/C=C(/C#N)C(=O)NCc3ccccc3)o2)cc1	-4	-11	3	-5	-18	16	-6	-2	7	14	-8
Cc1ccsc1C(=O)N1CCC1(C)C(=O)NCc1cccc2ccccc12 (stereo not given)	1	-28	9	-3	12	-5	9	6	5	-9	·
Cn1c(=O)c2c(nc(CN3CCc4ccccc4C3)n2Cc2ccccc2F)n(C)c1=O	4	-4	-10	19	28	-22	-2	9	8	-5	7
COc1ccc(Cl)c(-c2cc(C(=O)Nc3ccc(C)c(NS(C)(=O)=O)c3)[nH]n2)c1	6	-2	-8	33	18	-7	25	19	11	21	·
O=C(O)c1ccc(-c2ncc[nH]2)cc1	-13	6	-2	-7	-11	-6	11	-4	-1	-16	2
CCCCNc1c2c(nc3c(-c4ccccc4)c(C)nn13)CCC2	-4	2	-6	-4	0	3	-11	-26	14	-6	2
Cc1n[nH]c(C)c1S(=O)(=O)N1CCCC(C(=O)N2CCc3ccccc32)C1 (stereo not given)	2	4	-8	-3	10	5	8	-2	-1	7	-2
CC(C)Cc1nnc(NC(=O)Cc2ccc([N+](=O)[O-])cc2)s1	0	9	-5	-2	-11	0	-24	-17	-3	-4	11
CN(CC(=O)NCC(c1ccco1)N1CCCCC1)S(=O)(=O)c1ccc(Cl)cc1 (stereo not given)	-2	14	4	7	12	2	-12	-3	-2	-9	-6
O=S(=O)(Nn1cnnc1)c1ccccc1Cl	4	-50	-5	-15	-1	-5	12	-12	0	-4	-10
O=C(CN1C(=O)NC2(CCCCCC2)C1=O)NCc1ccco1	13	-19	4	-10	9	-13	-8	6	5	14	12
CC(=O)N[C@@H](Cc1c[nH]c2ccccc12)C(=O)OCC(=O)NCc1ccc2c(c1)OCO2	1	6	-10	6	10	-4	-20	-11	16	-5	6
CCOC(=O)c1c(C)[nH]c(C)c1C(=O)CSc1nc2ccccc2c(=O)n1-c1ccc(F)cc1	0	21	6	16	20	2	20	-7	-1	8	4
COc1cc(NC(=O)CN2CCN(c3ccccc3F)CC2)cc(OC)c1	12	18	4	7	9	-5	-11	-8	-3	6	9
C[C@H](CO)N1C[C@H](C)[C@@H](CN(C)C(=O)Nc2ccccc2)Oc2c(NC(=O)Nc3ccccc3)cccc2C1=O	-3	-9	-7	17	-29	-4	-15	-15	4	6	2
COc1cc(C2NC(=O)NC(C)=C2C(=O)Nc2cccc(C)c2C)cc(OC)c1OC (stereo not given)	0	2	5	-10	3	-20	-2	3	-1	-17	-2
O=C(CN1C(=O)NC2(CCCC2)C1=O)Nc1ccc(F)c([N+](=O)[O-])c1	6	3	-12	-20	-1	-2	-10	-14	5	36	-2
COc1ccc(N2CCN(CC(O)COc3cc(C)cc(C)c3)CC2)cc1 (stereo not given)	-2	-18	1	-9	7	1	-22	-3	-10	-25	-1
CCCOc1ccc(C2NC(=S)NC(c3ccccc3)=C2C(=O)Nc2ccc(C)cc2)cc1OC (stereo not given)	-7	-9	-1	12	3	3	18	19	-1	7	-3
CN(Cc1ccccc1)c1nc(N)c([N+](=O)[O-])c(NCc2ccccc2)n1	-9	-1	-16	26	-23	-7	-14	-7	35	38	-14
CCSc1cc(N2CCCC2)nc(-c2ccc(C)cc2)n1	-1	9	-9	14	-9	-16	3	-28	0	4	-7
Cc1nn(CC(=O)Nc2nc3ccccc3s2)c(C)c1[N+](=O)[O-]	-11	-5	-10	2	17	9	-14	-15	0	-9	-4
Cc1ccc(NC2=NC(c3ccc(F)cc3)n3c(nc(C)cc3=O)N2)cc1 (stereo not given)	-2	-17	-5	-2	-2	-8	5	1	-10	5	-2
COC(=O)NNC(=O)C1CCC(C(=O)NNC(=O)OC)CC1 (stereo not given)	3	-16	-15	8	2	-19	-10	4	3	11	7
COc1ccc(Nc2ccc(C(N)=O)cc2[N+](=O)[O-])cc1	1	14	-6	-3	37	11	-13	-27	0	-19	-3
Cc1ccc(C)c(SCC(=O)OCC(=O)Nc2ncc(C(F)(F)F)cc2Cl)c1	0	-17	-7	9	12	13	-4	3	0	-10	-7
Cc1ccc(O/C=C2\OC(=O)c3ccccc32)cc1	0	2	-1	-7	-9	-2	-9	0	2	6	8
Cc1ccc(S(=O)(=O)N(C)c2ccc(OC(=O)CN3C(=O)NC(C)(c4ccccc4)C3=O)cc2)cc1C (stereo not given)	6	9	-6	0	20	7	-16	-7	6	-22	-6
O=c1oc2cc(O)ccc2cc1S(=O)(=O)c1ccccc1	2	-1	-40	6	5	6	-18	-9	-1	6	-112
CCc1cccc(C)c1NC(=O)C1CC=CCC1C(=O)O (stereo not given)	3	-6	-12	9	11	3	-5	9	2	-12	9
COCCCn1c(C)nnc1-c1cnn(-c2ccccc2)c1N	-5	12	0	-19	22	-7	14	0	-2	6	1

New compounds follow:
SMILES	ABHD5-PLIN5 inh	NCOA3 inh	NOD2 RIPK2 PPI	TROY signal inh	TWEAK Fn14 block	NCOA1 inh	COUP-TFII inh	NCOA2 inhibitor	Granule exo inh	NR5A2 inv ag	TLR9-MyD88 inh
O=C(CNS(=O)(=O)c1ccccc1)Nc1ccccc1Br	-4	14	8	4	-3	-17	12	-32	-2	10	-2
CCOc1ccc2nc(SCC(=O)N3CCN(C(=O)c4ccco4)CC3)sc2c1	10	18	-2	-8	1	1	6	-5	15	-18	-7
Cc1ccc(C)c(S(=O)(=O)N2CCCOC2CNC(=O)C(=O)NCc2ccncc2)c1 (stereo not given)	5	17	0	-5	3	9	13	-10	18	14	5
O=C(C[C@H]1CC[C@@H]2[C@H](COC[C@H](O)CN2Cc2cccc(F)c2)O1)NCc1cccc(F)c1	3	·	0	·	·	·	15	-13	-2	2	·
CCCc1nnc(NC(=O)CSc2nnc(-c3ccco3)n2C)s1	-4	2	2	9	30	3	2	-3	-16	8	7
COc1ccc(S(=O)(=O)N2CCCOC2CNC(=O)C(=O)NCCO)cc1 (stereo not given)	2	-13	-13	-5	0	-2	11	24	2	5	-10
COc1ccc(C=Nc2cccc3c(=O)[nH][nH]c(=O)c23)c2ccccc12	-2	-5	-6	-30	-7	-4	-5	28	-2	-4	-11
O=C(NCc1ccncc1)C(=O)NCC(c1ccco1)N1CCN(c2ccc(F)cc2)CC1 (stereo not given)	3	5	1	-7	0	11	-3	-11	-1	3	-6
O=c1[nH]c(NCCO)c(N=Cc2ccccc2)c(=O)[nH]1	-9	5	-3	-8	8	-12	-16	-17	-1	15	8
O=C(NCc1csc(-c2ccccc2)n1)c1cc(F)cc2c1OCOC2	4	-34	-1	-61	-29	-36	-14	-21	-12	-74	-1

Two compounds drawn at random from those above, as already listed:
SMILES	ABHD5-PLIN5 inh	NCOA3 inh	NOD2 RIPK2 PPI	TROY signal inh	TWEAK Fn14 block	NCOA1 inh	COUP-TFII inh	NCOA2 inhibitor	Granule exo inh	NR5A2 inv ag	TLR9-MyD88 inh
O=C(COC(=O)CCc1ccccc1)Nc1cc(S(=O)(=O)N2CCOCC2)ccc1N1CCCC1	0	7	-2	-3	-9	-9	-13	-7	0	2	10
CCOc1ccc2nc(SCC(=O)N3CCN(C(=O)c4ccco4)CC3)sc2c1	10	18	-2	-8	1	1	6	-5	15	-18	-7

Continued.
SMILES	ABHD5-PLIN5 inh	NCOA3 inh	NOD2 RIPK2 PPI	TROY signal inh	TWEAK Fn14 block	NCOA1 inh	COUP-TFII inh	NCOA2 inhibitor	Granule exo inh	NR5A2 inv ag	TLR9-MyD88 inh
O=c1[nH]cc(N2CCCCCC2)c(=O)[nH]1	-13	17	-9	-26	7	-19	-1	-5	-3	-2	-4
COc1ccc(NC(=O)NC2CCCc3ccccc32)c(OC)c1 (stereo not given)	1	14	2	13	11	4	20	-8	1	19	16
O=S(=O)(/N=C(/c1ccccc1)N1CCOCC1)c1ccc(F)cc1F	6	5	-2	-13	7	-8	-18	-16	-2	5	-4
Cc1cc2oc(C(=O)Nc3c(C)n(C)n(-c4ccccc4)c3=O)c(C)c2cc1Cl	6	9	-2	8	5	12	13	3	-3	-12	2
COc1ccccc1Nc1ncnc2nc[nH]c12	-2	4	3	10	4	-2	18	9	-1	1	-7
CCN(CC(=O)Nc1ccc(NC(C)=O)cc1)C(=O)Cc1c(Cl)cccc1Cl	-3	7	-6	17	-5	-16	9	-11	-8	10	-14
